# Source: PubChem
# 3CLpro inhibitor = SARS-CoV 3CLpro protease inhibition; P0C6X7; recombinant SARS-CoV 3CLpro, quenched FRET peptide cleavage; inhibition, % at 6 µM; actives 0.14% (n = 290,000); AID 1706; in the data active = inhibition above about 12%
# FBA Mtb inh = Mtb fructose-bisphosphate aldolase inhibition | P9WQA3 | inhibition, % at 1 µM | purified M. tuberculosis FBA, fluorescence read-out | actives 2.3% (n = 360,000); in the data active = inhibition above about 27%;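 note: 0% = vehicle and 100% = reference inhibitor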
# Target sequence (P9WQA3 whole entry, looked up): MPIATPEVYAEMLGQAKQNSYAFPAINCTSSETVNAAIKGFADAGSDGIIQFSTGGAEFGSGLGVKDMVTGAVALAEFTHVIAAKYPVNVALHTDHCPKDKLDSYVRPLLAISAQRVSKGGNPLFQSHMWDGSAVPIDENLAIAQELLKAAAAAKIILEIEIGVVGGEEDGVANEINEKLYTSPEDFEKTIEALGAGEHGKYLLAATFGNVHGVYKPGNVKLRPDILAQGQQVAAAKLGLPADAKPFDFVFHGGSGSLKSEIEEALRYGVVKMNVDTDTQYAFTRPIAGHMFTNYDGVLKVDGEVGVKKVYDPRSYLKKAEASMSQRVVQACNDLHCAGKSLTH
# Mtb UGM inh = Mtb UDP-galactopyranose mutase inhibition; inhibition, % at 10 µM; actives 0.06% (n = 320,000); purified UGM, fluorescence polarization probe displacement; AID 504406; in the data active = inhibition above about 10%, passing the limit was not always enough
# PriA SSB inh = blocks PriA binding to SSB C-terminal tail. AlphaScreen SSBct-PriA binding, biotinylated peptide. inhibition, % at 33 µM. actives 0.6% (n = 430,000). AID 1272365; in the data active = inhibition mostly above about 37%, no sharp cut-off; inactive = mostly below about 20%;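 note: plate controls were negative control peptide for no effect and reference peptide for full effect; strong numbers were not always called active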
# Rv3671c protease = Rv3671c (M. tuberculosis) protease inhibition; P9WHR9; inhibition, % at 5.96 µM; actives 0.048% (n = 320,000); in the data active = inhibition above about 38%;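 note: extracellular domain of Rv3671c used as enzyme; 0% = enzyme with DMSO and 100% = no enzyme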
# Target sequence (P9WHR9 whole entry, looked up, the tested form may be a part): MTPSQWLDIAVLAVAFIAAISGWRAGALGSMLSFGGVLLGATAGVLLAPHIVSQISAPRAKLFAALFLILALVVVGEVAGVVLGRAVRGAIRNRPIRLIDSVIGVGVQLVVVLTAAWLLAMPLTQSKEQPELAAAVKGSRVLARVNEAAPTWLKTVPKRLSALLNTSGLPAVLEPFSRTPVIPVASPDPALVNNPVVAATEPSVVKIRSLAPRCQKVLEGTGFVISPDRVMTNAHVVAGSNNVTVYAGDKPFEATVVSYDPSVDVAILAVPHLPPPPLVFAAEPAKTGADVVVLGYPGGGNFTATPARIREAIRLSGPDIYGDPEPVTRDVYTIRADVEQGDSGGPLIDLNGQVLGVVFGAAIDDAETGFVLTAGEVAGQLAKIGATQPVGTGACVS
# Mtb BioA inh = inhibitors of Mycobacterium tuberculosis BioA enzyme | purified M. tuberculosis BioA enzyme, plate reader | actives 0.096% (n = 360,000) | AID 602481 | inhibition, % at 9.99 µM; in the data active = inhibition above about 40%
# DUSP3 inh = blocks human VHR1 dual specificity phosphatase. actives 0.52% (n = 290,000). inhibition, % at 13.3 µM. AID 1654. recombinant VHR phosphatase, pNPP absorbance; in the data active = inhibition above about 50%; note: some compounds called inactive have numbers as strong as hits
# Target sequence (P51452 whole entry, looked up): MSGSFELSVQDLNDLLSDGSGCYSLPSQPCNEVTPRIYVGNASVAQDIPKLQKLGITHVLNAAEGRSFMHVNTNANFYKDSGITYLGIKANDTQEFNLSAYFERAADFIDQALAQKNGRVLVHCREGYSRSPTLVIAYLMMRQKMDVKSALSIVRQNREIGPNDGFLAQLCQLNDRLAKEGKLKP
# MazEF act = MazEF (E. coli) toxin RNase activation; P0AE70; FAM/BHQ RNA-DNA oligo cleavage fluorescence, 5 h; activation, % at 20 µM; actives 0.32% (n = 350,000); AID 504720; in the data active = activation above about 50%
# Target sequence (P0AE70 whole entry, looked up): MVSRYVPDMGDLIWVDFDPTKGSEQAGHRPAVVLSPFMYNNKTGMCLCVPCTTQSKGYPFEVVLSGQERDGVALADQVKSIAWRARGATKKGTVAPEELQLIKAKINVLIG
# Vc quorum ag = inducers of Vibrio cholerae quorum light production without autoinducers | activation, % at 18.7 µM | AID 588436 | V. cholerae BH1578 lux reporter, luminescence, 6 h | actives 0.16% (n = 350,000); in the data active = activation mostly above about 9.7%, no sharp cut-off; note: not every result past the cut was called active; inactives centre near 0; reference of the scale not given here
# GDH-TPI inh = inhibits GDH-TPI coupling enzymes, artifact for Mtb FBA screen; GDH-TPI coupled enzyme counterscreen, NADH absorbance; inhibition, % at 4.8 µM; actives 1.2% (n = 360,000); in the data active = inhibition above about 30%;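 note: 0% = DMSO wells and 100% = wells lacking the enzyme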
# * marks the source's active call; other numbers are inactive results; i = inactive; . = no result given; & = joins results of further samples. Only part of the results is shown, so the mix of outcomes need not match the whole.
1	Cc1occc1-c1nnc(SCC(=O)N2CCN(c3ccccc3)CC2)n1C
2	Cc1cc(OCC(=O)NCCCN2CCOCC2)c2c(C)c(C)c(=O)oc2c1
3	C=CCn1c(=O)c2ccccc2n2c(SCC(=O)NCCc3ccccc3)nnc12
4	CCOC(=O)c1cc(NC(=O)N(CC)C2CCCCC2)c(C)nc1C
5	Cc1cccc(N2CCN(C(=O)NC3CCCCC3)CC2)c1C
6	O=C(c1cn(Cc2ccccc2)c2ccccc12)C1CC1

entry no.	1	2	3	4	5	6
3CLpro inhibitor	1.1	-2.4	-0.9	-1.0	1.2	-0.3
FBA Mtb inh	-12.0	86.1*	2.3	4.7	0.6	-0.3
Mtb UGM inh	3.3	-0.8	1.2	0.5	0.7	0.3
PriA SSB inh	2.2	2.9	-9.9	0.0	-2.3	-16.5
Rv3671c protease	4.0	3.6	-4.1	-1.0	1.8	-6.8
Mtb BioA inh	1.4	9.1	-0.1	.	-1.3	-0.2
DUSP3 inh	3.6	3.7	-20.3	-27.5	4.9	20.7
MazEF act	11.3	9.6	6.8	-2.0	8.4	-7.8
Vc quorum ag	-6.2	0.5	-0.3	3.0	i	i
GDH-TPI inh	-0.4	10.3	-1.8	-7.2	-2.6	1.9

7	Cc1ccc(C(=O)NCCCCNC(=O)c2ccc(C)o2)o1
8	CCc1ccc(/C=C(\C)C(=O)c2c(C)cc(C)[nH]c2=O)cc1
9	CN1CCC(C(=O)N2CCCC(C(=O)c3ccc4c5c(cccc35)CC4)C2)CC1 (centres undefined)
10	CC(Sc1nnnn1C1CC1)C(=O)N1c2ccccc2NC(=O)C1(C)C (centres undefined)
11	CC1(C(=O)NS(=O)(=O)c2ccccc2Cl)CCN1C(=O)CCc1cccs1 (centres undefined)
12	O=C(c1ccco1)N1CCN(C(=O)C2CC(=O)N(c3ccc(Cl)cc3)C2)CC1 (centres undefined)

entry no.	7	8	9	10	11	12
3CLpro inhibitor	0.1	-4.7	2.1	.	.	1.1
FBA Mtb inh	-0.6	0.8	12.0	1.7	1.2	0.5
Mtb UGM inh	2.3	3.1	-1.9	1.7	.	-1.2
PriA SSB inh	-5.4	-1.1	7.2	-15.7	.	-6.5
Rv3671c protease	2.8	2.1	4.4	-2.2	.	-7.5
Mtb BioA inh	-1.5	.	.	-5.0	-0.4	.
DUSP3 inh	6.7	16.0	17.4	.	.	-1.0
MazEF act	5.1	2.0	9.6	-4.3	.	-20.1
Vc quorum ag	i	-0.3	-0.5	i	-0.3	-0.3
GDH-TPI inh	-5.3	5.8	12.4	5.4	9.1	-2.2

13	COc1ccc(CC(=O)NNC(=O)c2cccs2)cc1OC
14	Cc1ccccc1OCC(=O)NC(=S)Nc1ccc(Br)c(C)n1
15	Cc1ccc(NC(=O)Nc2ccc3c(c2)OCO3)c(OC(F)F)c1
16	O=C(COc1ccc(F)cc1Br)NCC1(N2CCOCC2)CCCCC1
17	CC(NC(=O)c1ccc(Cn2cc([N+](=O)[O-])cn2)o1)c1ccccc1 (centres undefined)
18	O=C(/C=C/c1cccs1)NC(=S)Nc1ccc(S(=O)(=O)Nc2ccccc2C(F)(F)F)cc1

entry no.	13	14	15	16	17	18
3CLpro inhibitor	5.6	2.2	3.4	.	-2.9	4.5
FBA Mtb inh	-3.1	0.0	2.0	3.3	3.6	-4.3
Mtb UGM inh	1.0	2.6	2.0	-2.8	0.4	0.5
PriA SSB inh	3.0	-3.1	1.6	-10.9	5.1	4.5
Rv3671c protease	-0.7	-3.0	.	-4.7	3.6	-63.0
Mtb BioA inh	.	-1.1	-0.3	-1.5	2.3	-0.6
DUSP3 inh	28.2	9.7	5.9	.	23.2	-6.7
MazEF act	5.6	-12.8	1.0	8.2	-1.1	0.3
Vc quorum ag	0.0	-1.7	-1.8	-2.1	i	12.4
GDH-TPI inh	1.0	-3.7	8.2	6.2	-6.1	15.4

19	CCN1C(=O)C(Cc2nc3ccccc3c(=O)n2-c2ccccc2)c2ccccc21 (centres undefined)
20	CCSc1nnc(CNC(=O)C23CC4CC(CC(C4)C2)C3)n1Cc1ccccc1
21	Cc1nn2c(-c3cccnc3)ccnc2c1-c1ccccc1
22	Cc1c(NC=C(C#N)C#N)c(=O)n(-c2ccccc2)n1C
23	COCCCOc1ccnc(CS(=O)c2nc3ccccc3[nH]2)c1C (centres undefined)
24	CCOc1ccc(S(=O)(=O)N2CCCC(C(=O)NCC3CCCO3)C2)cc1Cl (centres undefined)

entry no.	19	20	21	22	23	24
3CLpro inhibitor	-2.6	-0.7	1.7	5.4	-2.6	.
FBA Mtb inh	-0.6	1.2	0.4	0.1	4.4	3.3
Mtb UGM inh	3.8	0.7	-4.7	5.4	-0.5&-1.3	0.4
PriA SSB inh	0.5	2.8	-6.5	-7.8	-6.1	-12.6
Rv3671c protease	-8.9	-6.4	2.5	2.1	5.0&-7.5	13.2
Mtb BioA inh	0.6	-0.1	.	.	-5.6	.
DUSP3 inh	13.7	3.4	-3.9	3.1	21.2	.
MazEF act	1.2	-3.7	-0.3	3.1	2.1	4.2
Vc quorum ag	1.7	1.8	2.5	-0.8	0.4	i
GDH-TPI inh	-6.5	-8.5	4.0	-3.5	18.8	2.1

25	COc1ccc2cc(C(=O)N(C)CC(=O)Nc3ccccc3Br)ccc2c1
26	O=C(O)CSCC(=O)Nc1cc(C(F)(F)F)ccc1Cl
27	CCc1cc2ccc(C)cc2nc1SCC(=O)NC1CCCC1
28	O=C(Nc1cc(S(=O)(=O)N2CCOCC2)ccc1Oc1ccc(F)cc1)C1=COCCO1
29	COc1cc2sc(-c3ccccc3OC)c(-c3ccc(OCCN4CCOCC4)cc3)c2cc1OC
30	COC(=O)c1nn(-c2ccc(C)cc2)ccc1=O

entry no.	25	26	27	28	29	30
3CLpro inhibitor	.	-2.1	3.9	.	.	-0.2
FBA Mtb inh	5.5	2.4	1.6	0.5	1.3	-1.4
Mtb UGM inh	1.8	-1.3	-1.7	2.8	.	-2.0
PriA SSB inh	6.9	-6.4	-13.6	-1.8	5.6	-6.6
Rv3671c protease	-3.2	-1.8	1.2	-4.8	.	6.9
Mtb BioA inh	0.7	-0.9	-0.1	.	-0.4	.
DUSP3 inh	.	8.1	7.4	.	.	20.8
MazEF act	0.2	3.4	-17.7	0.6	27.9	5.2
Vc quorum ag	-0.6	-0.4	-0.2	0.6	-0.4	0.7
GDH-TPI inh	-2.5	11.4	-6.7	5.7	10.9	-2.6

31	O=c1[nH]cc(NCc2ccccc2)c(=O)[nH]1
32	Cc1ccc([C@H]2N[C@]3(CCCN(Cc4ccccc4)C3=O)[C@H]3C(=O)N(C)C(=O)[C@@H]23)cc1
33	Cc1ccc(C(=O)N2CCCC(CCC(=O)N3CCN(c4ccccn4)CC3)C2)cn1 (centres undefined)
34	COc1cc(OC)cc(N(C(=O)c2snc(C(N)=O)c2N)C(C(=O)NCC2CCCO2)c2ccc(C)o2)c1 (centres undefined)
35	CC(Nc1nc(-c2ccncc2)nc2ccccc12)c1ccccc1 (centres undefined)
36	O=C1NC(=O)/C(=C\c2ccc(OCc3ccccc3)cc2)S1

entry no.	31	32	33	34	35	36
3CLpro inhibitor	.	.	1.2	6.5	-0.8	1.6
FBA Mtb inh	0.2	-5.5	8.4	2.0	0.4	-2.6
Mtb UGM inh	.	.	1.8	-3.7	0.5	1.2
PriA SSB inh	-2.0&-8.1	.	1.4	.	-9.3	4.5
Rv3671c protease	.	.	-1.3	-0.3	-19.1	-8.4
Mtb BioA inh	.	0.6	0.0	-0.6	-0.8	-1.4
DUSP3 inh	.	.	17.5	-26.9	27.4	-1.6
MazEF act	9.7	6.6	1.0	.	10.7	-0.8
Vc quorum ag	.	i	i	-0.2	-1.4	-0.4
GDH-TPI inh	7.8	6.2	0.0	11.5	2.1	27.9

37	C=CCn1c(SCC(=O)N2CCN(c3ccccc3)CC2)nc2c([nH]c3ccccc32)c1=O
38	COc1ccc(C(=O)C=CNNC(=O)c2ccc(Cl)cc2)cc1
39	CCOC(=O)CSc1nc2ccc(NC(=O)CSc3nnnn3Cc3ccccc3)cc2s1
40	Cc1ccc(C(O)c2nccn2C)o1 (centres undefined)
41	Cc1c(OC(C)C(=O)O)ccc2c(-c3ccccc3)cc(=O)oc12 (centres undefined)
42	C/C(CC(=O)NCCCN1CCOCC1)=N\NC(=O)COc1ccc(Cl)cc1

entry no.	37	38	39	40	41	42
3CLpro inhibitor	-2.2	-2.6	5.3	5.3	1.6	1.0
FBA Mtb inh	1.6	-1.4	0.9	2.8	34.7*	-10.8
Mtb UGM inh	5.0	1.6	0.8	7.3	3.7	-1.5
PriA SSB inh	-10.7	.	-14.8	-0.7	-9.1	.
Rv3671c protease	-1.9	-12.8	-3.5	-9.6	-0.5	-2.9
Mtb BioA inh	-1.5	-2.1	-0.4	-8.1	3.8	3.0
DUSP3 inh	-9.1	58.3*	-4.6	21.3	-5.3	14.4
MazEF act	-8.0	0.7	-15.1	-1.6	6.1	1.9
Vc quorum ag	i	i	-3.0	i	-0.2	2.3
GDH-TPI inh	18.5	7.6	1.2	10.9	18.9	4.2

43	CCn1c(SCC(=O)NNC(=O)c2ccc(OC)cc2)nnc1-c1cccnc1
44	O=C(CSc1nc2[nH]c(=O)[nH]c(=O)c2s1)Nc1cccc(F)c1
45	COc1cccc(NC(=O)N2CCN(c3cccc(C)c3C)CC2)c1
46	Cc1ccc2nc(NC(=O)C3CC(=O)N(Cc4ccco4)C3)sc2c1 (centres undefined)
47	COc1ccc(C(c2c(C)n(C)n(-c3ccccc3)c2=O)c2c(C)n(C)n(-c3ccccc3)c2=O)cc1
48	CS(=O)(=O)c1ccc2nc(NC(=O)c3cccc(NS(=O)(=O)c4ccc(F)c(F)c4)c3)sc2c1

entry no.	43	44	45	46	47	48
3CLpro inhibitor	-2.7	.	-2.1	2.9	-1.9	1.8
FBA Mtb inh	-3.9	0.1	-1.6	-2.9	1.6	29.0*
Mtb UGM inh	-1.0	-1.3	1.7	3.4	1.1	-2.7
PriA SSB inh	-2.8	-6.6	-5.5	1.9	-6.9	-2.0
Rv3671c protease	0.6	-5.1	0.7	-14.8	1.6	-160.8
Mtb BioA inh	1.4	-1.9	3.6	.	-0.9	.
DUSP3 inh	11.8	.	-12.2	7.8	-6.1	-2.5
MazEF act	7.0	1.3	-6.1	3.9	6.9	-4.0
Vc quorum ag	-0.1	i	i	-0.3	-0.5	-0.1
GDH-TPI inh	0.3	23.4	0.9	7.2	8.6	9.8

# Compounds listed so far with a COOH group:
26	O=C(O)CSCC(=O)Nc1cc(C(F)(F)F)ccc1Cl
41	Cc1c(OC(C)C(=O)O)ccc2c(-c3ccccc3)cc(=O)oc12 (centres undefined)

entry no.	26	41
3CLpro inhibitor	-2.1	1.6
FBA Mtb inh	2.4	34.7*
Mtb UGM inh	-1.3	3.7
PriA SSB inh	-6.4	-9.1
Rv3671c protease	-1.8	-0.5
Mtb BioA inh	-0.9	3.8
DUSP3 inh	8.1	-5.3
MazEF act	3.4	6.1
Vc quorum ag	-0.4	-0.2
GDH-TPI inh	11.4	18.9

# Screen by screen, from the results shown.
# GDH-TPI inh for nos. 7 to 16, in order: -5.3, 5.8, 12.4, 5.4, 9.1, -2.2, 1.0, -3.7, 8.2, 6.2

# Going on with the list:
49	CCC(CC)C(=O)Nc1cc([N+](=O)[O-])ccc1Cl
50	NC(CO)C12CC3CC(CC(C3)C1)C2 (centres undefined)
51	CSc1sc(C(=O)NC(=O)NCc2cccnc2)c(C)c1-c1ccon1
52	CN1CC(C(=O)c2ccc(Cl)cc2)C(c2ccccc2)C1 (centres undefined)
53	Cn1c(=NC(=O)C(C)(C)C)sc2cccc(F)c21
54	CC(=O)Nc1ccc(NC(=O)COC(=O)C2CCCCC2)cc1

entry no.	49	50	51	52	53	54
3CLpro inhibitor	-2.7	-2.1	2.5	-3.8	0.8	.
FBA Mtb inh	1.3	3.8	1.3	-0.9	-3.0	-1.8
Mtb UGM inh	1.3	1.2	3.4	2.9	-0.4	-0.6
PriA SSB inh	-5.2	3.9	2.0	-4.1	-30.3	-5.3
Rv3671c protease	-3.7	3.9	-3.7	2.3	5.2	12.1
Mtb BioA inh	.	-2.4	.	.	.	-0.6
DUSP3 inh	6.8	5.0	22.8	1.9	9.0	.
MazEF act	-4.4	-18.0	-14.1	4.2	0.5	6.2
Vc quorum ag	i	-0.3	-0.9	i	0.9	-0.4
GDH-TPI inh	-8.4	-1.1	0.0	-2.2	5.3	3.2
